# Yeast growth inh: yeast BB579 growth reduction in restrictive medium | S. cerevisiae BB579 growth, OD615, 48 h | inhibition, % at 10 µM | 140,000 compounds, 0.51% hits;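 active means inhibition above a set limit, 3 SD over the mean compound inhibition, cut at about 44% in these data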; further: inactives centre near -24
#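 Test system: Saccharomyces cerevisiae DeaD strain BB579, replicative lifespan model yeast | Buffer or medium: Restrictive CSMM-D medium | Doses: One dose, 10 µM compound with 0.25% DMSO | Incubation: 48 h exposure, 30 °C | Detection: Culture absorbance at 615 nm | Control set: Amphotericin B at 10 µg/mL as positive control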
# NPY Y2 blocker: blocks the human neuropeptide Y Y2 receptor; 140,000 compounds, 0.99% hits; P49146; AID 793; inhibition, % at 2.7 µM; NPY-Y2 expressing cells, antagonist mode; in the data active means inhibition above about 17%;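 further: 0% = vehicle with agonist challenge and 100% = reference antagonist with challenge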
# Target sequence (P49146 whole entry, looked up): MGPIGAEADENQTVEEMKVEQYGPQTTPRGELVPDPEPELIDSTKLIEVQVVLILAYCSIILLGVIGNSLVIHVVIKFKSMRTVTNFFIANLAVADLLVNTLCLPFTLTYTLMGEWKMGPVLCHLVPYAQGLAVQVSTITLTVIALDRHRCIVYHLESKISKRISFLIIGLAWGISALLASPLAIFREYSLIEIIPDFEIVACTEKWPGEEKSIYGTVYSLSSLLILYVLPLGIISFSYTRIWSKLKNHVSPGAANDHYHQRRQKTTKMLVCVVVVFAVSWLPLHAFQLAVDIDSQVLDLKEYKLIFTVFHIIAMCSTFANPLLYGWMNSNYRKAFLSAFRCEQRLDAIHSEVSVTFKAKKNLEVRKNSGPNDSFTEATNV
# Measles CPE: protection of cells from measles virus | Measles virus-infected cells, CPE protection, absorbance | protection (pct of control), % at 4 µM | 140,000 compounds, 1.5% hits; in the data active means protection mostly above about 24%, no sharp cut-off; inactive means mostly below about 26%; further: some compounds called inactive have numbers as strong as hits
# Yeast lifespan up: yeast lifespan extension. 130,000 compounds, 0.68% hits. inhibition of the nicotinamide effect, % at 10 µM. AID 775. S. cerevisiae growth with nicotinamide, OD615; deaD strain in restrictive glucose medium;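 active means inhibition above a set limit, placed 3 SD over the median of all compounds, cut at about 26% in these data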;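 further: 0% = nicotinamide-treated wells and 100% = cells grown without nicotinamide; some compounds called inactive have numbers as strong as hits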
#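 Assay system: DeaD-strain S. cerevisiae. Medium: CSMM-D glucose medium, restrictive. Reagent: nicotinamide, 1.5 mM, co-present with compound. Compound: 10 µM single point, 0.25% DMSO. Schedule: culture preincubation 4 h, compound exposure 48 h, both 30 °C. Detection: absorbance at 615 nm.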
# Phagocytosis inh: macrophage phagocytosis inhibition; 110,000 compounds, 0.07% hits; J774A.1 macrophage IgG-bead phagocytosis, imaging; inhibition, % at 5 µM;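 active means inhibition above the mean of the plate negative controls plus 5 SD, cut at about 13% in these data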;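 further: phagocytic index as fraction of beads internalized from green versus red external bead signal; plate controls were DMSO negative control for no effect and cytochalasin-D positive control for full effect; some results beyond the cut were filed as inactive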
# HCT116 bCat-KO: beta-catenin-lacking colon tumor cell growth suppression; HCT116 beta-catenin knockout viability, CellTiter-Glo, 60 h; active compounds read low; viability, % at 10 µM; 140,000 compounds, 1.5% hits; AID 818;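 active means viability at or under a set limit, the compound median less 4 SD, cut at about 6% in these data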;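 further: 0% = Hyamine 1622 control at 20 µM and 100% = untreated cell control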
# GALR2 blocker: GALR2 (human) receptor antagonism | GALR2-expressing cells, antagonist mode | O43603 | inhibition, % at 4 µM | 140,000 compounds, 0.39% hits; in the data active means inhibition above about 27%;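 further: cells stimulated with galanin 1-16 at roughly its EC80; 0% = agonist challenge control and 100% = basal control without agonist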
# Target sequence (O43603 whole entry, looked up): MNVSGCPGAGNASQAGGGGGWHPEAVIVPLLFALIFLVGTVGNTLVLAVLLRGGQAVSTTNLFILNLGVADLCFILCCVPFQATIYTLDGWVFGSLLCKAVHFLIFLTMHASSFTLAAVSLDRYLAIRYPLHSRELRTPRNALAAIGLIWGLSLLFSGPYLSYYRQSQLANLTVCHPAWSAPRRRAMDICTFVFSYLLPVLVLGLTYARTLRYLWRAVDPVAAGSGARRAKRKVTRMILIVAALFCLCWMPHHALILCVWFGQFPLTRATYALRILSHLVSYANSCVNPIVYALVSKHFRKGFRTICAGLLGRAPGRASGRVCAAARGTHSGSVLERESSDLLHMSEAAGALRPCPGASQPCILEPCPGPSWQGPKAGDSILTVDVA
# E-sel TNF inh: blocks E-selectin expression induced by TNF alpha; HUVEC TNFa-induced E-selectin immunofluorescence, high content; inhibition, % at 2 µM; 120,000 compounds, 0.71% hits; AID 1246;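 active means inhibition above the batch mean plus 3 SD, and confirmed as a hit on visual image review, cut at about 43% in these data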;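 further: 0% = TNF-stimulated DMSO wells and 100% = unstimulated control wells; not every result past the cut was called active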
# MRP-1 activ: activates MRP-1; H69AR cells + doxorubicin, viability rescue, CellTiter-Glo; viability increase, % at 10 µM; 140,000 compounds, 0.61% hits;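 active means viability gain under doxorubicin at or above a set limit, the compound median plus 3 SD, cut at about 4.7% in these data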;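 further: MRP-1 overexpressing cells given doxorubicin 25 µM after compound pretreatment; 18-22 h compound pretreatment then 72 h with doxorubicin before readout; 0% = doxorubicin-only wells and 100% = vehicle-treated cells without doxorubicin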
# HCT116 PTEN-null: growth suppressors of cells with PTEN tumor suppressor deletion. 140,000 compounds, 1.2% hits. viability, % at 10 µM. HCT116 PTEN-null viability, CellTiter-Glo, 60 h; active compounds read low;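 active means viability at or below a set limit, 4 SD under the median of all tested compounds, cut at about 3.7% in these data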;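 further: PTEN knockout HCT116 line with beta catenin targeted HCT116 as companion control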
# Numbers without * were called inactive; nt = no result given.
mol	Yeast growth inh	NPY Y2 blocker	Measles CPE	Yeast lifespan up	Phagocytosis inh	HCT116 bCat-KO	GALR2 blocker	E-sel TNF inh	MRP-1 activ	HCT116 PTEN-null
O=C(COc1ccccc1)Nc1ccc(Cl)cc1C(=O)c1ccccc1	-29	9	9	1	-7	84	8	nt	-0.7	95
CN(C)c1ccc(NC(=O)CN2C(=O)CN=C(c3ccccc3)c3cc(Cl)ccc32)cc1	-6	-5	7	0	0	80	-17	1	6.8*	75
N[C@@H](Cc1cc(Br)c(O)c(Br)c1)C(=O)O	-11	-1	7	7	nt	81	-4	nt	1.1	85
O=c1[nH]c(=O)n(CCc2ccc(F)cc2)c(O)c1C=NCCCn1ccnc1	-5	1	12	-4	nt	98	4	-28	0.3	92
CC1CN(CCc2ccccc2)CC(C)O1 (stereo not given)	-14	-1	16	7	nt	89	12	-16	-1.0	99
CC1=C(C(=O)OC(C)C)[C@]2(C(=O)N(CC(N)=O)c3ccccc32)C(C#N)=C(N)O1	-22	3	6	-3	nt	91	8	7	-1.3	92
COc1ccc(S(=O)(=O)NC(CC(=O)N2CCC3(CC2)OCCO3)C(C)C)cc1 (stereo not given)	-40	-1	3	-4	1	104	-2	5	-0.1	98
C=C1CC[C@@]2(O)[C@H]3Cc4ccc(O)c5c4[C@@]2(CCN3CC2CC2)[C@H]1O5	-57	4	53	11	nt	96	12	nt	-0.6	99
COc1cc(C(=O)Nc2ccc(Br)cc2C(=O)c2ccccc2Cl)cc(OC)c1OC	-47	6	29	4	-7	51	6	nt	-0.6	22
Cc1ccc(/C=C2/C(=O)NC(=O)N(CCc3ccc(F)cc3)C2=O)o1	-19	-1	6	32*	nt	91	-5	19	1.0	96
CC1C(c2cccs2)=[N+]([O-])C(C)(C(=O)c2cccs2)N1O (stereo not given)	-30	-2	33	0	nt	90	-6	nt	-3.0	95
Cc1ccnc(-n2c(C)nc3ccccc3c2=O)c1	-22	2	16	-3	nt	88	13	-27	-2.8	94

# A draw from above in order of molecular weight, descending:
mol	Yeast growth inh	NPY Y2 blocker	Measles CPE	Yeast lifespan up	Phagocytosis inh	HCT116 bCat-KO	GALR2 blocker	E-sel TNF inh	MRP-1 activ	HCT116 PTEN-null
COc1cc(C(=O)Nc2ccc(Br)cc2C(=O)c2ccccc2Cl)cc(OC)c1OC	-47	6	29	4	-7	51	6	nt	-0.6	22
O=c1[nH]c(=O)n(CCc2ccc(F)cc2)c(O)c1C=NCCCn1ccnc1	-5	1	12	-4	nt	98	4	-28	0.3	92
Cc1ccc(/C=C2/C(=O)NC(=O)N(CCc3ccc(F)cc3)C2=O)o1	-19	-1	6	32*	nt	91	-5	19	1.0	96

# Further entries follow.
mol	Yeast growth inh	NPY Y2 blocker	Measles CPE	Yeast lifespan up	Phagocytosis inh	HCT116 bCat-KO	GALR2 blocker	E-sel TNF inh	MRP-1 activ	HCT116 PTEN-null
COCCCNC(=O)c1c(NC(=O)c2ccccc2Cl)n(Cc2ccccc2)c2nc3ccccc3nc12	-28	2	7	-2	-2	94	-4	3	-1.0	91
CCOC(=O)C1CCN(/C=C2/C(=O)NC(=O)N(Cc3ccco3)C2=O)CC1	-34	2	2	-19	1	110	7	21	-0.3	97
Cc1c(N=Cc2c(O)n(CCc3ccccc3)c(=O)[nH]c2=O)c(=O)n(-c2ccccc2)n1C	-12	0	9	-5	-4	100	7	-22	-1.8	101
N=C1c2ccccc2CN1NC(=O)c1ccc(Cl)cc1	13	1	7	-7	4	98	11	-32	-2.4	92
CCCC12CN3CN(C1)CC(CCC)(C3)C2O (stereo not given)	-46	3	5	-10	0	100	-5	nt	0.2	112
Brc1ccc2c(c1)C(OC1CN3CCC1CC3)c1ccccc1CS2 (stereo not given)	-39	11	8	5	-4	6.0*	-8	nt	-5.0	2.9*
O=C1NC(=O)N(Cc2ccccc2Cl)C(=O)/C1=C/N1CCOCC1	0	1	22	-1	0	104	-9	-37	2.8	103
Cc1cc(S(=O)(=O)NC(C)C)ccc1OCC(=O)N1CCN(Cc2ccc3c(c2)OCO3)CC1	-32	3	3	-8	3	64	6	-29	-1.4	67
Cc1ccc(CN2C(=O)NC(=O)C3(Cc4c(nc5ccccn5c4=O)N4CCCCCC43)C2=O)cc1 (stereo not given)	-51	3	3	-2	2	74	-1	-3	8.8*	55
Cc1ccc(-n2c(O)c(/C=N/N3CCOCC3)c(=O)[nH]c2=S)cc1	-33	2	14	2	2	89	-11	-8	-1.7	98
Cn1c(C(=O)N2CCC3(CC2)OCCO3)cc2c(=O)n(C)c3ccccc3c21	-33	0	5	-8	-1	88	-4	-14	0.9	94
COc1cc2c(cc1C=O)OCO2	-19	3	35*	-2	nt	82	-12	-8	-0.8	94
COc1ccc(CCn2c(O)c(/C=N/N3CCCCC3)c(=O)[nH]c2=O)cc1OC	1	2	7	-1	-7	85	0	-19	-1.8	77
Cc1ccc(N2CCN(CCc3ccccc3)CC2)cc1	-38	0	4	-5	-1	97	-26	5	-2.9	84
CCCCCn1c(NC(=O)c2ccco2)c(C(=O)OCC)c2nc3ccccc3nc21	-64	5	10	11	-4	58	13	-1	-3.6	59
O=C(C1CCC(=O)N1C1CCCCC1)N1CCC2(CC1)OCCO2 (stereo not given)	20	-2	8	-3	0	97	6	nt	-0.8	95
Oc1ccc(C2NCc3ccccc3-n3cccc32)cc1Cl (stereo not given)	-6	3	6	-12	0	84	2	7	-4.0	74
Cc1cccc(N/N=C(\C(N)=O)C2=NC(C)(C)Cc3ccccc32)c1	-36	1	31	-6	0	64	23	nt	-3.1	59
O=C1NC(=O)N(CCC2=CCCCC2)C(=O)/C1=C/c1ccc(O)cc1	-40	-1	26	41*	-15	96	-6	nt	1.9	100
Cc1sc2nc(COC(=O)Cc3ccccc3)[nH]c(=O)c2c1C	-56	7	15	-4	0	94	-4	6	0.0	99
Cc1cccc(OP(=O)(Oc2ccccc2)OC(c2ccccc2)C(F)(F)F)c1 (stereo not given)	-32	11	8	2	2	65	-3	2	-1.9	63
N#Cc1c(/N=C/c2ccc(O)cc2O)sc2c1C1CCN2CC1	-40	1	7	-6	-6	96	9	nt	-1.5	94
CC(C)(C)n1c(O)c(C=Nc2ccc3c(c2)CCC3)c(=O)[nH]c1=O	-55	-2	15	-29	0	98	5	51	2.7	80
CCOC(=O)C1=C(C)N(C)C2(C)CC1c1ccccc1O2 (stereo not given)	-13	0	1	-1	-2	93	8	-6	-0.7	99
COc1ccc(C2SCC(=O)Nc3c2c(=O)[nH]n3C2CCCCCC2)cc1 (stereo not given)	-29	2	4	0	-1	89	-6	28	-0.2	100
Cc1cc(O)c(CN2CCN(c3ccccc3)CC2)cc1C	20	2	1	-2	-1	90	-4	19	-2.9	85
O=c1c2ccccc2nc(-c2ccco2)n1-c1ccccn1	-60	3	15	-7	-1	99	-4	9	0.0	107
CCOC(=O)CC1=C(C(=O)OCC)C2(C(=O)N1CC(=O)OC)C(C#N)=C(N)Oc1ccccc12 (stereo not given)	-24	0	6	-17	nt	88	-5	-5	-1.9	106
CCC(=NCCCN1CCOCC1)c1c(O)n(Cc2ccccc2)c(=O)[nH]c1=O	-15	1	15	-14	0	100	-7	9	-1.1	90
CCOC(=O)c1c(C)n(Cc2ccco2)c2ccc(O)cc12	-6	3	29	-7	9	103	-1	-26	-1.2	98
CC(=O)Nc1cc(C(=O)N2CCC3(CC2)OCCO3)ccc1Sc1ccc(C)cc1	-30	2	10	-11	-2	94	-9	-36	-2.5	94
Cc1nc2c(-c3ccc(F)cc3)c(C)nn2c(C)c1CCC(=O)N1CCC2(CC1)OCCO2	14	4	2	-17	0	102	-7	3	-4.1	97
CCCCCc1nc2ccccc2c(=O)n1-c1ccc(Cl)cc1[N+](=O)[O-]	-28	4	3	1	nt	94	3	8	-2.6	96
Cc1c2cnn(CC(=O)N3CCC4(CC3)OCCO4)c(=O)c2c(C)n1Cc1ccccc1	-16	8	5	5	-3	85	10	-21	-0.2	93
CC(C)N(CC#CCC1(O)c2ccccc2-c2ccccc21)C(C)C	-13	6	15	2	nt	87	-4	nt	-3.0	88
O=Cc1cn(Cc2cccc(F)c2)c2ccccc12	-42	0	22	-7	0	69	-7	-23	-2.9	59
Cc1ccc(-c2nc(N(C)C3CCN(C)CC3)c3ccccc3n2)cc1	10	10	2	-3	-1	1.4*	14	13	-2.8	1.4*
O=[P+](Cc1ccccc1)Cc1ccccc1	-36	0	16	2	-1	93	0	4	-2.7	94
CCCCn1c(O)c(C(CC)=NCCc2ccccc2)c(=O)[nH]c1=O	-23	10	6	-14	-1	89	-7	10	-0.5	82
O=C(C1CCN(S(=O)(=O)N2CCOCC2)CC1)N1CCC2(CC1)OCCO2	13	0	11	-6	-1	89	5	-76	-1.1	96
Cc1ccc(-n2c(O)c(C=NC3CCCC3)c(=O)[nH]c2=O)c(C)c1	-36	0	19	-11	-1	102	-7	-20	-1.0	109
N[C@@H](Cc1c[nH]c2ccccc12)c1nnc(SCc2c(F)cccc2Cl)o1	-46	8	6	-11	-2	75	-10	-4	-3.7	82
COc1ccccc1N1CCN(Cc2cc(C)c(C)cc2O)CC1	-47	0	6	-6	0	63	12	-18	-2.0	64
O=C(COc1ccc2ccccc2c1)N1CCN(CC2CC3C=CC2C3)CC1 (stereo not given)	-58	15	7	-13	nt	101	5	22	-3.5	90
C[n+]1ccc(-c2ccncc2)cc1	-27	1	9	-6	0	96	-9	4	-0.1	86
O=C1CSC2N1CCNC21CCCCC1 (stereo not given)	-25	2	5	-4	1	88	-17	8	1.2	96
Cn1cc(C(=O)N2CCC3(CC2)OCCO3)c2c3ccccc3n(C)c2c1=O	-10	1	7	-14	1	91	0	nt	-3.1	90
CCCCOc1nc2ccccc2c(=O)n1-c1ccccc1	-3	17*	12	0	nt	97	9	nt	-1.2	91
COc1cccc(-n2c(O)c(C=NCCN3CCOCC3)c(=O)[nH]c2=O)c1	-41	-2	34	-3	nt	102	-2	-22	-0.8	101
COc1cccc(N2C(=O)CC(=O)NC2=O)c1	5	0	10	-6	0	97	-10	nt	1.7	105
COc1ccccc1-n1c(O)c(C=NCCCn2ccnc2)c(=O)[nH]c1=O	14	-1	1	-5	0	100	7	-19	-0.5	93
CCOC(=O)[C@]1(C#N)[C@@H]2C=CC(C(C)=O)=CN2[C@@H](C(N)=O)[C@@H]1c1ccsc1	-11	0	20	-27	-5	96	-1	-35	0.6	98
Cc1ccc2c(c1)CC1(CN2C)C(=O)NC(=O)N(C(C)C)C1=O (stereo not given)	-42	0	16	-4	-1	96	0	-32	-2.5	93
CC(Cc1ccccc1Sc1ccccc1)N(C)C (stereo not given)	-13	12	12	2	3	79	-4	nt	-3.0	80

# The list is partial. The share of hits here may be higher or lower than overall.
